Bioassay records from PubChem.
A549 viability = A549 cytotoxicity, counter-screen for Nrf2 inhibitors. A549 ARE-Fluc cells, CellTiter-Fluor viability, 18-24 h. Potency, µM (doses to about 46 µM), for inactives: at the highest dose activity change, negative = cytotoxicity, usual class: inhibitors. actives 0.16% (n = 390,000). AID 504648; note: potency is the fitted concentration of half-maximal effect; % is set by controls: 0 for no effect and ±100 for the full control effect
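Cytotoxicity counterscreen: CellTiter-Fluor fluorescence was measured in A549 ARE_Fluc cells after 18-24 h of compound exposure in a concentration series. The subsequent BugLite luminescent read reports ARE-luciferase activity.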
IL-1B inflam inh = inhibitors of inflammasome signaling (IL-1 beta secretion); THP-1 LPS/ATP IL-1B secretion, AlphaLISA, 16 h; hits give low values; activity change, % at 57.5 µM; actives 4.7% (n = 360,000); AID 743279; in the data active = activity change below about -50%; inconclusive = mostly about -30% to -49%; note: % is set by controls: 0 for no effect and ±100 for the full control effect
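THP-1 cells pretreated 1 hr with compounds (up to 57.5 uM final), then stimulated with LPS (250 ng/mL final) plus ATP (1.25 mM final); secreted IL-1B measured by AlphaLISA after 16 hr, decreased signal indicating inhibition.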
HepG2 viability = kills HepG2 cells in TGF-b inhibitor counter-screen; HepG2 CAGA-GFP viability, ATP luminescence, 18 h; Potency, µM (top dose mostly 46.1 µM), without a hit: at the top dose activity change, negative = cytotoxicity, most hits filed as cytotoxic; actives 0.76% (n = 410,000); AID 588856; note: potency is the fitted concentration of half-maximal effect; some results filed as inactive show a strong effect at the top dose
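CellTiter-Glo luminescence gave cytotoxicity after 18 hours at 37 degrees C. The cells were HepG2 CAGA-GFP in 1% FBS DMEM, stimulated with 500 pg/mL TGF-beta after compound addition. %Activity was normalised to no-cell wells (complete cell-killing) and DMSO (no toxicity), and curves were fitted and classified.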
ATXN2 expr inh = ATXN2 expression inhibition; Potency, µM (top dose mostly 57 µM), for the others: at the top dose activity change, negative = inhibition, actives largely listed as inhibitors; HEK-293 ATXN2-luciferase reporter, luminescence, 24 h; actives 0.72% (n = 360,000); note: potency is the fitted concentration of half-maximal effect; % is set by controls: 0 for no effect and ±100 for the full control effect; nearly all actives have a fitted effect of over 55% in size
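qHTS (up to 57 uM final) was run with 24 h compound exposure of reporter cells at 37 °C. Each well was multiplexed: SteadyGlo luminescence measured ATXN2-luciferase expression after a fluorogenic Gly-Phe-AFC viability readout (25 uM final).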
Nrf2 ARE act = activators of Nrf2 (ARE) signaling; AREc32 ARE-luciferase reporter (MCF7-derived line), luminescence, 24 h; Potency, µM (series often up to 46.1 µM), without a hit: at the highest dose activation, most hits filed as activators; actives 0.31% (n = 410,000); note: potency is the fitted concentration of half-maximal effect; % of control where 0% means no effect; nearly all actives have a fitted effect of over 65% in size
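AREc32 cells carrying an ARE-driven firefly luciferase, 1000 cells/well in OPTI-MEM with 5% FBS, dosed after overnight attachment and incubated 24 hr at 37 deg C. Steady-Glo luminescence read after 30 min at RT.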
S2 tox = reduces viability in counter-screen for ATXN expression inhibitors. S2 cells (HEK-293 line with an ATXN2-luciferase reporter) viability, CellTiter-Fluor protease fluorescence, 24 h. Potency, µM (titrated, usually from 56.7 µM), most hits filed as cytotoxic. actives 0.49% (n = 400,000); note: potency is the fitted concentration of half-maximal effect; nearly all actives have a fitted effect of over 40% in size
Nrf2 inh = Nrf2 pathway inhibition | A549 ARE-Fluc reporter, luciferase luminescence, 18-24 h | Potency, µM (series often up to 46 µM), for the others: at the top dose activity change, negative = inhibition, hits mostly inhibitors | actives 2.1% (n = 360,000); note: potency is the fitted concentration of half-maximal effect; % is set by controls: 0 for no effect and ±100 for the full control effect; nearly all actives have a fitted effect of over 60% in size
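In this cell-based qHTS, ARE-driven firefly luciferase in A549 cells reports Nrf2 activity; the luminescent signal after BugLite lysis is the measured value, with a prior CellTiter-Fluor read for cell health.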
MCF10A rerep = DNA re-replication induction in MCF 10a cells; actives 2.9% (n = 350,000); MCF 10A DNA re-replication, Hoechst nuclear intensity, 48 h; Potency, µM (titrated, usually from 46.1 µM), for the others: top-dose activity, positive = re-replication, hits mostly activators; AID 624296; note: potency is the fitted concentration of half-maximal effect; % of control where 0% means no effect; nearly all actives have a fitted effect of over 50% in size
TGFb inhibitor = inhibitors of TGF-b signaling; Potency, µM (titrated, usually from 46.1 µM), for inactives: at the top dose activity, negative = inhibition, actives largely listed as inhibitors; actives 1.2% (n = 410,000); HepG2 CAGA-GFP TGF-b/SMAD3 reporter, GFP fluorescence, 18 h; TGF-beta stimulated, 500 pg/mL final; note: potency is the fitted concentration of half-maximal effect; % is set by controls: 0 for no effect and ±100 for the full control effect; nearly all actives have a fitted effect of over 65% in size
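GFP signal (ex488/em500-530) from TGF-beta-stimulated HEPG2 CAGA-GFP cells, 500 pg/mL final, 18 h at 37 degrees C in DMEM plus 1% FBS, normalized to unstimulated and DMSO-stimulated controls.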
An asterisk follows results filed as active; i = inactive; ? = inconclusive; nt = no result given; & = joins results of further samples; [ ] = remark or other dose. Unless noted, calls come from the whole dose curve; as a rule, active = well fitted curve in the direction sought with a large enough effect; inconclusive = small, poorly fitted or top-dose-only effect, or another doubt; inactive = no such curve, though single readings can be large; an effect the other way counts as inactive or inconclusive. Hits appear at their usual frequency; any-hit rate near 8.8%.

The line under a structure holds: A549 viability	IL-1B inflam inh	HepG2 viability	ATXN2 expr inh	Nrf2 ARE act	S2 tox	Nrf2 inh	MCF10A rerep	TGFb inhibitor
N#Cc1cccc(C(=O)OCC(=O)N2CCCc3ccccc32)c1
    7%	-2	-15%	-3%	0.0%	i	9%	9%	-8%
CCN(CC)S(=O)(=O)c1ccc(C(=O)Nc2c3c(nn2C(C)(C)C)CS(=O)(=O)C3)cc1
    -3%	19	-5%	3%	0.3%	i	-15%	0%	17%
Fc1ccc(OCc2nc3ccccc3s2)cc1
    2%	58	-9%	85%[activator]	10%	i	?	-2%	-6%
COC(=O)c1ccc(Oc2nc(Nc3ccccc3)nc(N(C)C)n2)cc1
    -14%	-1	0%	-18%	-0.6%	?	-15%	?	-2%
O=C1CC(NNc2nc3ccccc3s2)C(=O)N1c1ccc(F)cc1 (stereo not given)
    1%	8	6%	-10%	-0.4%	i	-1%	3%	0%
Cc1ccc(-n2nc3c(=O)n(CCCC(=O)NCCN4CCN(C)CC4)nc(C)c3c2C)cc1
    7%	?	-2%	-1%	2.7%	i	-5%	9%	-2%
O=C(CN1CCCCCC1=O)OCc1ncc(-c2ccccc2)o1
    -18%	17	4%	-14%	-0.5%	i	-8%	8%	-3%
Cc1ccc(C)c(OCC(=O)NNC(=O)c2ccc(=O)[nH]c2)c1
    2%	-14	5%	7%	-1.6%	i	-3%	0%	10%
CC(C)(C)c1ccc(C(=O)N2CCC(C(=O)NCc3ccco3)CC2)cc1
    -12%	0	-3%	6%	3.3%	i	7%	-3%	25%
N#C/C(=C(/O)COC(=O)c1ccc(O)cc1)c1nc2ccccc2[nH]1
    10%	25	-21%	-3%	5.2%	i	2%	6%	4%
CN(CC1CCCO1)S(=O)(=O)c1ccc(C(=O)Nc2nnc(-c3ccccc3)o2)cc1 (stereo not given)
    -18%	100	3%	-33%	-0.7%	i	?	-6%	-2%
CCc1nc2ccc(C(=O)Nc3ccc(OC)c(OC)c3)cn2c1N(C)Cc1nccs1
    nt	-23	-25%	-29%	4.7%	?	nt	nt	-1%
CN(C)S(=O)(=O)c1ccc(C(=O)Nc2ccn(C)n2)cc1
    -2%	-6	-5%	17%	-0.7%	i	3%	-15%	-15%
O=C1N=C(N2CCOCC2)S/C1=C\c1ccc(OS(=O)(=O)c2ccccc2)cc1
    -3%	-8	-13%	4%	8.9%	i	0%	-1%	21%
O=S(=O)(c1ccccc1)c1nc(-c2ccc(Cl)cc2)oc1NCCCN1CCOCC1
    -16%	-65*	32%	-1%	0.2%	?	-26%	23%	1%
COC(=O)/C(=N/Nc1ccc(C)cc1)N1CCCc2ccccc21
    8%	?	2%	9%	0.5%	i	2%	?	-14%
COc1cccc(CNS(=O)(=O)c2cc3c4c(c2)CCC(=O)N4CCC3)c1
    4%	11	4%	2%	0.7%	i	-30%	1%	-1%
Cn1cccc1-c1cc2n(n1)CCC(=O)N2CCCC(=O)NCc1ccc(F)cc1
    -10%	nt	-2%	3%	-0.4%	?	nt	nt	6%
O=C(COC(=O)C1CC2C=CC1C2)Nc1ccc([N+](=O)[O-])cc1 (stereo not given)
    -1%	-10	-7%	4%	0.4%	i	2%	2%	-9%
O=C(O)c1ccc(CN2C(=O)c3cccc4c([N+](=O)[O-])ccc(c34)C2=O)cc1
    16%	-99*	-8%	?	?	nt	?	5.8µM*	59%[activator]
C[C@@H]1CN([C@@H](C)CO)S(=O)(=O)c2ccc(Br)cc2O[C@H]1CN(C)C(=O)C1CCC1
    nt	-17	3%	4%	-0.4%	i	nt	nt	5%
O=C(CNS(=O)(=O)c1ccc(Cl)cc1)NC1CCCCC1
    0%	23	19%	3%	-1.1%	i	1%	3%	24%
Cc1ccc(S(=O)(=O)CC(=O)Nc2nc3ccccc3s2)cc1
    16%	11	-14%	12%	2.5%	i	?	25%	1%
Cc1ccc(Nc2nc(N)c([N+](=O)[O-])c(NCCO)n2)cc1
    12%	20	29%	-10%	7.9%	i	14%	1%	?
COC(=O)C=C1CCC2C3CCC4=CC(=O)C(Br)CC4(C)C3C(=O)CC12C (stereo not given)
    -5%	-95*	-30%	32µM*	?	nt	-15%	?	10%
NNC(=O)c1cc2cc(OC(F)(F)F)ccc2[nH]1
    0%	-17	1%	-15%	-0.7%	i	13%	7%	47%[activator]
C=CCn1c(CSc2nc3ccccc3s2)nnc1SCC(=O)OCC
    0%	22	0%	5%	0.4%	?	14%	19%	-17%
CSc1cccc(CN(C)C(=O)C2CCC(=O)N(CCCN3CCCC3=O)C2)c1 (stereo not given)
    0%	?	-2%	-3%	0.4%	i	-9%	5%	-2%
O=C(COc1ccc(Br)cc1)Nc1nnc(-c2cccnc2)s1
    1%	-12	0%	0%	-0.5%	i	-18%	1%	4%
CCOC(=O)CNC(=O)CSc1nnc(C)c(=O)[nH]1
    -3%	11	7%	31%[activator]	-0.2%	i	8%	-1%	16%
Cc1cc(C)nc(NS(=O)(=O)c2ccc(NC(=S)NC(=O)C3CCCC3)cc2)n1
    -10%	0	-2%	0%	0.0%	i	-5%	1%	1%
Cc1c(Cl)cccc1Nc1ncccc1C(=O)O
    2%&-5%	36&27	9%&-9%	47%&23%[activator]	1.1%&0.5%	i	?	16%&-2%&15%	4%&-3%
Cc1ccccc1NC(=O)NC1CCCCC1C (stereo not given)
    5%	-7	-6%	-22%	2.6%	i	-6%	6%	10%
O=C(Nc1ccc(F)cc1)C1CCN(S(=O)(=O)c2ccc3c(c2)CCCN3C(=O)C2CCC2)CC1
    2%	nt	1%	?	2.4%	i	nt	nt	-5%
Cc1cc(C)cc(NS(=O)(=O)c2ccc(-c3cc(C)no3)cc2)c1
    -12%	nt	-54%	nt	-0.3%	nt	?	nt	13µM*
CCCSCCCNC(=O)C1CCN(c2nn3cc(-c4ccc(F)cc4)nc3s2)CC1
    -2%	nt	0%	nt	3.5%	nt	-1%	nt	0%
CCCOc1ccc(CSc2nnc(CCC)n2N)cc1
    -1%	-14	-22%	11%	2.3%	i	nt	1%	3%
CC(C)COC(=O)N(C)C[C@@H]1OCc2cnnn2CCCC(=O)N([C@H](C)CO)C[C@@H]1C
    nt	44	0%	1%	0.4%	i	nt	nt	1%
C=C1CCN([C@@H](CC(C)C)C(=O)NCCC(C)C)S(=O)(=O)c2ccccc21
    4%	21	-22%	-13%	2.4%	i	8%	7%	-3%
COC(=O)c1ccc(-c2noc(CN(Cc3nccn3C)C(C)C)n2)cc1
    -2%	20	-2%	-35%	0.2%	i	?	13%	1%
Cc1ccc(Nc2nc(Oc3ccc(OCc4ccccc4)nn3)nc(N3CCOCC3)n2)cc1
    11%	?	-28%	-22%	3.7%	i	nt	26%	-3%
CC1=[N+](C)c2c(ccc3cccnc23)C1(C)C
    ?	-112*	-11%	3µM*	7.5%	nt	2.1µM*	?	?
CCOC(=O)C(=N/O)/C(C)=N/NC(=O)C(=O)Nc1cc(Cl)ccc1Cl
    -17%	42	-20%	-29%	3.8%	?	?	?	-9%
Cc1ccc(CC(=O)Nc2ccc(F)c([N+](=O)[O-])c2)cc1
    -4%	0	-12%	5%	-0.5%	i	2%	4%	0%
COc1ccc(/C=C(/NC(=O)c2ccc(Br)cc2)C(=O)N2CCOCC2)cc1
    -18%	i	0%	-4%	-0.6%	i	?	-2%	11%
CCC(C)(C)n1nnnc1C(c1ccccc1)N1CCc2ccccc2C1 (stereo not given)
    -5%	16	8%	-4%	-0.6%	?	1%	-7%	0%
COc1ccc(/C(C)=N/NC(=O)Cc2ccc(Cl)cc2)cc1
    4%	8	1%	-6%	-0.4%	i	-6%	2%	16%
Cc1cc(C)n2nc(CC(=O)NNC(=O)c3ccccc3Cl)nc2n1
    2%	3	8%	11%	-0.1%	i	14%	3%	9%
CCOC(=O)NC1(C(F)(F)F)NC(=O)N(c2ccc(C)c(C)c2)C1=O (stereo not given)
    -4%	nt	-1%	5%	1.7%	i	-1%	nt	1%
CCCn1nc(C(=O)NCC2COc3ccccc3O2)c2ccccc2c1=O (stereo not given)
    1%	73	-35%	-13%	2.4%	i	?	15%	-11%
O=C(O)CC1CCC1CC(=O)O (stereo not given)
    -7%	24	1%	0%	-0.7%	i	8%	4%	0%
C#CCOCCOCCOCCNc1nc(N2CCN(C(=O)CCCCCCCCCCNC(=O)[C@H](CCCCN)n3cc(C)nn3)CC2)nc(N2CCN(C(=O)CCCCCCCCCCNC(=O)[C@H](CO)n3cc(CCCSC)nn3)CC2)n1
    ?	-82*	-74%	?	-6.0%	nt	?	?	?
COc1ccccc1CNc1nc2cc(-c3ccccc3C)sc2c(=O)n1C
    nt	-22	-8%	-11%	0.7%	i	nt	nt	-29%
c1ccc2cc(CNCc3cccc4ccccc34)ccc2c1
    2%	?	-30%	2%	3.9%	i	8%	?	?
Cc1ccc2c(c1)c1c3n2CCN(CC(O)CNC(C)C)C3CCC1 (stereo not given)
    1%	-57*	-14%	?	2.4%	i	-21%	18%	16%
O=[N+]([O-])c1ccc2c([N+](=O)[O-])ccc3c2c1CC3
    nt	?	-1%	nt	9.7%	?	nt	nt	-18%
C/C(=N\NC(=O)c1ccco1)c1cc2ccccc2o1
    -2%	-8	13%	17%	6.5%	i	3%	-12%	3%
CC1CCN(C(=S)NC2CCCCC2)CC1
    -13%	0	-16%	4%	0.3%	i	-22%	16%	-6%
